Bioassay records as filed in PubChem BioAssay.
PV pol inh: poliovirus RdRp elongation inhibitors, primary screen, biochemical, fluorescence polarization, total intensity | Genome polyprotein (Poliovirus type 1 (strain Mahoney)), P03300 | poliovirus polymerase elongation; hits give low values | % elongation, % (compound at 16.7 µg/mL) | hit rate 0.66% among 150,000; in the data active means % elongation below about 90%; further: some results filed as inactive read as strong as hits
Target sequence (P03300 1749-2209 limits assumed): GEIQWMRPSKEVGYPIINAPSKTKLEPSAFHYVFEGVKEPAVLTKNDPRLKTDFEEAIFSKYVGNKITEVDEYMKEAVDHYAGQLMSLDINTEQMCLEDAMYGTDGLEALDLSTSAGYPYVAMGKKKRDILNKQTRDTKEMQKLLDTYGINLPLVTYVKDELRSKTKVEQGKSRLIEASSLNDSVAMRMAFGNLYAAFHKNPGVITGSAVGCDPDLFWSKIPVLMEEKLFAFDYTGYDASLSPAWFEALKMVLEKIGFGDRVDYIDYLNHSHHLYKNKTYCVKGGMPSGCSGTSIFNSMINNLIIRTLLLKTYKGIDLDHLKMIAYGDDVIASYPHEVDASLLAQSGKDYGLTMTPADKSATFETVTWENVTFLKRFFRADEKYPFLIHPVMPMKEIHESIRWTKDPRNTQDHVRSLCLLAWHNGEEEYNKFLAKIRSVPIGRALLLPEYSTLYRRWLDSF
PV pol inh FP z-score: second read-out of PV pol inh, no call of its own (marks repeat the call); z-score; measured here: FP z-score; hits read low
* hit, by the source's call.

SMILES	PV pol inh	PV pol inh FP z-score
O=c1c2ccccc2nc(CN2CCOCC2)n1-c1ccccc1F	100	-0.7
CC(C)(C)NC(=O)CCc1nc2ccccc2s1	108	0.6
Cc1ccccc1-c1nc(CS(=O)(=O)CC(=O)Nc2c(C)cccc2C)c(C)o1	100	-0.7
Cc1cccc(NC(=O)c2cnn(-c3ccccc3)c2-n2cccc2)c1C	104	-0.5
O=S(=O)(CCSc1ccc(C(F)(F)F)cn1)c1ccc(OC(F)(F)F)cc1	103	-0.5
N#C/C(=C/c1ccc(-c2cccc(C(F)(F)F)c2)o1)C(=O)OC1CCCCC1	101	0
N#CC1=C(N)Oc2cc(N)ccc2C1c1ccccc1 (centres undefined)	98	-0.3
Cc1cc(Nc2ccc(C(=O)N3CCN(c4ccccn4)CC3)cc2)n2ncnc2n1	98	-0.3
Cc1[nH]nc2c1/C(=N\O)CC(c1ccccc1)C2 (centres undefined)	99	-0.9
O=C(O)CNC(=O)C1CCCCC1	103	0.3
Cc1ccccc1CN1CCCN(CC(=O)Nc2c(C)cccc2C)S1(=O)=O	108	0.5
Cc1cc(=O)[nH]c2c(C)c(Cl)ccc12	101	-0.1
CC(C)OCCCn1c(SCc2cccc(Br)c2)nc2c(sc3ccccc32)c1=O	103	-0.8
Cc1cccc(NC(=O)NCC2CC2)c1	103	0.3
CCCc1nc2ccccc2n1CC(=O)O	104	0.1
CCC1Sc2ccccc2N(CC(=O)NCc2ccc(C)cc2)C1=O (centres undefined)	114	0.9
CN1C(=O)N(C)C2(O)c3ccccc3/C(=N\N=C(N)N)C12O (centres undefined)	101	-0.2
COc1cc2ncnc(NCCCn3ccnc3)c2cc1OC	90	-2
CCNC(=O)C1CCCN(c2nnc(C)c3c(C)n(-c4ccc(C)cc4)nc23)C1 (centres undefined)	108	0.5
COc1ccc(-n2c(SCc3nc(-c4ccc(Cl)cc4)no3)nnc2-c2ccncc2)cc1	114	1.9
Cc1ccc(-c2csc3nnc(SCc4ccc5c(c4)OCO5)n23)cc1	99	-0.3
Cc1ccc(C2=NNC(=O)CC2)cc1C	92	-4.7
O=c1c2c3c(sc2n(Cc2ccccc2F)c(=O)n1-c1ccc(Cl)cc1)CCCC3	108	0.5
Cc1cc(N2CCN(c3cccc(C)c3C)CC2)n2cnnc2n1	107	-0.4
COc1ccc2c(c1)c(=O)c(S(=O)(=O)c1ccc(C)cc1)cn2Cc1ccccc1C	105	0.3
O=C(Nc1ccc(N2CCN(CCOc3ccc(Cl)cc3)CC2)c(C(=O)O)c1)c1ccc(F)cc1	100	-1.5
COc1cc2c(cc1O)[C@@H](Cc1ccc(O)cc1)[N+](C)(C)CC2	100	0.4
CCOC(=O)N1CCN(C(=O)c2oc3ccc(S(=O)(=O)N(CC)CC)cc3c2C)CC1	100	0
Cc1ccc(CCNC(=O)CCCn2c(=O)c3ccccc3n(Cc3ccccc3C#N)c2=O)cc1	107	0.2
CCc1ccc(NC(=O)Cn2c(=O)oc3cc(S(=O)(=O)N4CCCCCC4)ccc32)cc1	103	-0.5
O=C(Cn1nc(C(F)F)cc1C1CC1)N1CCCC1	100	-0.4
Cc1[nH]c2ccc(C(=O)OCC(=O)Nc3nnc(-c4ccccc4)o3)cc2c1C	116	1.6
O=C1CC(c2ccccc2)C(=O)N1c1ccc(F)cc1 (centres undefined)	112	0.9
Cc1c2cnn(CC(=O)O)c(=O)c2c(C)n1Cc1ccccc1F	102	-0.6
O=C(O)C1=NN(C2CCS(=O)(=O)C2)C(=O)CC1 (centres undefined)	98	-0.8
CC(=O)N1CCC(N(C(=O)c2ccc(F)cc2)c2ccc3c(c2)OCO3)CC1	102	0.1
O=C(C1CCNCC1)N1CCCCC1	100	-0.5
c1ccc2c(Nc3ccc4c(c3)OCCO4)c3c(nc2c1)CCC3	97	-2.2
N#C/C(=C(/O)CN1CCN(Cc2ccccc2)CC1)c1nc2ccccc2c(=O)[nH]1	106	0.6
ONC(=Nc1ccccc1Cl)c1ccccc1Cl	104	0.4
O=C(Cn1c(=O)oc2cc(S(=O)(=O)NCc3ccccc3)ccc21)N1CCCCCC1	101	0.2
Cc1ccc(-n2nc(CO)c(C(=O)NCc3cccs3)n2)cc1C	105	-0.4
Cc1cc(C)c(C(N)=O)c(NCCc2ccccc2)n1	96	-1.2
Cc1ccc2nc(N3CCN(c4ccccc4F)CC3)c3nnnn3c2c1	103	-0.8
OCCC12CC3CC(CC(CO)(C3)C1)C2	98	-0.2
COc1ccc(NC(=O)[C@@H](c2ccccc2)N2Cc3ccccc3C2=O)cc1OC	108	0.9
CC(=O)N1CCC2(CC1)OC(=O)C(C)=C2C(=O)NCc1ccccc1Cl	104	-0.9
O=C(NCC(c1cccs1)S(=O)(=O)c1ccccc1)c1ccc(C(F)(F)F)cc1 (centres undefined)	111	0.9
COC(=O)c1cc2sc(C)cc2n1CC(=O)Nc1ccc(C)cc1Cl	104	-0.6
Cc1ccc(C)c(Cn2c(=O)n(-c3ccc(F)cc3)c(=O)c3sc4ccccc4c32)c1	108	1.1
COc1ccc(N(Cc2nc(N)nc(N)n2)S(=O)(=O)c2cc(C)ccc2C)cc1	101	-0.2
CCOC(=O)c1cc(-c2ccccc2)n(CCCC(=O)Nc2ccc(C(C)C)cc2)c1C	102	-0.4
COc1ccc(CCNC(=O)c2cc(=O)c3ccc(C)cc3o2)cc1OC	114	1.3
CN(C)S(=O)(=O)c1ccc(NCc2c(C#N)oc3ccc(Br)cc23)cc1	99	-0.6
COc1ccccc1OCCNC(=O)c1ccc(-n2cnnc2)cc1Cl	102	0
O=C(NC1CCN(c2ncccn2)CC1)c1c(F)cccc1F	103	0.6
COc1cc(/C=N/OCC(=O)N2C(C)CCCC2C)ccc1OC(F)F (centres undefined)	102	-0.1
O=C(NCc1ccccc1Cl)c1ccc(CSCc2cccc(F)c2)o1	106	0
COC(=O)C1=CO[C@H](C)[C@@H]2CN3CCC4(C(=O)Nc5ccccc54)C3C[C@H]12 (some centres undefined)	108	0.5
OCCCc1nc2ccccc2n1CC1CCCCC1	97	-2.3

Later entries.
SMILES	PV pol inh	PV pol inh FP z-score
CC1CN(C(=O)Nc2ccc(F)cc2)c2ccccc2S1 (centres undefined)	101	-0.2
COc1ccc2ncc(S(=O)(=O)c3ccc(C)c(C)c3)c(N3CCN(C)CC3)c2c1	102	0
CC(C)CN1C(=O)c2ccc(C(=O)Nc3ccncc3)cc2C1=O	103	1.4
Cc1ccc(CNC(=O)CN2CCN(Cc3ccc(F)cc3Cl)C2=O)cc1	113	0.2
O=C(COc1ccc(F)cc1)Nc1ccc2c(c1)OCCO2	100	-0.5
COc1ccc(NC(=O)CNC(=O)Cn2c(C)cc3ccccc3c2=O)c(OC)c1	110	1.6
O=C(COc1ccccc1)OCCN1CCCC1=O	101	0
COc1ccc(C(=O)c2coc3ccc(O)c(CN4CCCC4)c23)cc1	102	-0.3
CC1CCC/C(=C/Nc2ccc3c(c2)OCO3)C1=O (centres undefined)	103	0.7
CC1CCN(CC2CCN(C(=O)NCc3ccc(F)cc3)CC2)CC1	112	1
CC1CN(CC(=O)C(C#N)c2ccccc2)CC(C)O1 (centres undefined)	100	-0.7
O=C(c1cnc(N2CCCCC2)c2ccccc12)N1CCN(c2cccc(Cl)c2)CC1	111	0.8
Cc1ccc(NC(=O)NC(=O)Cn2ccsc2=N)c(C)c1	100	-0.5
Cc1ccc(-n2ccnc(NCCc3ccc(S(N)(=O)=O)cc3)c2=O)c(C)c1	108	0.4
Cc1nn(-c2ccccc2)c2sc(C(=O)NCCCN3CCCC3=O)cc12	101	-0.4

4 records drawn at random from the list so far:
SMILES	PV pol inh	PV pol inh FP z-score
COc1ccc(CCNC(=O)c2cc(=O)c3ccc(C)cc3o2)cc1OC	114	1.3
CCNC(=O)C1CCCN(c2nnc(C)c3c(C)n(-c4ccc(C)cc4)nc23)C1 (centres undefined)	108	0.5
COc1ccc2c(c1)c(=O)c(S(=O)(=O)c1ccc(C)cc1)cn2Cc1ccccc1C	105	0.3
ONC(=Nc1ccccc1Cl)c1ccccc1Cl	104	0.4

The listing picks up with the 4 entries that preceded the break.
SMILES	PV pol inh	PV pol inh FP z-score
O=C(c1cnc(N2CCCCC2)c2ccccc12)N1CCN(c2cccc(Cl)c2)CC1	111	0.8
Cc1ccc(NC(=O)NC(=O)Cn2ccsc2=N)c(C)c1	100	-0.5
Cc1ccc(-n2ccnc(NCCc3ccc(S(N)(=O)=O)cc3)c2=O)c(C)c1	108	0.4
Cc1nn(-c2ccccc2)c2sc(C(=O)NCCCN3CCCC3=O)cc12	101	-0.4
Cc1cc(C)cc(-n2c(SCC(=O)Nc3ccccc3C(F)(F)F)nc3c(c2=O)SCC3)c1	102	0.1
CCC(=O)Nc1nnc2n1CCS2	107	0
Cc1ccc2c(c1)N(CC(=O)NCCc1ccccc1)C(=O)CO2	100	-0.5
COc1ccccc1CNC(=O)COC(=O)Cc1ccsc1	104	0.4
O=C(NCc1ccc(F)cc1)c1cccc(N2CCCS2(=O)=O)c1	110	0.2
CCc1cccc(NC(=O)Cn2nc3c4cc(F)ccc4n(Cc4cccc(C)c4)cc-3c2=O)c1	110	0.3
COc1ccc(-c2csc(NC(=O)C3CCCCC3)n2)cc1	103	0.3
Cc1nc2c3ccccc3nc(NNC(=O)CCC(=O)N3CCN(c4cccc(Cl)c4)CC3)n2n1	135	3.3
Cc1cc(C)cc(-n2cnc3cc(C(=O)NC4CCCCCC4)ccc32)c1	107	-0.2
O=C(NCc1ccccc1)C(Cc1ccccc1)NS(=O)(=O)c1cccc2nsnc12 (centres undefined)	101	-0.2
COc1ccc(NC(=O)N2c3ccccc3Sc3ccccc32)cc1	102	0.1
COc1ccc(C2=C(C)C(=O)N(Cc3ccc(C(=O)NC(C)c4ccccc4)cc3)S2(=O)=O)cc1 (centres undefined)	111	0.5
O=S(=O)(Nc1cccc(-c2ccc(N3CCCC3)nn2)c1)c1cc(F)ccc1F	104	-0.5
CCOC(=O)c1ccc(S(=O)(=O)NNS(=O)(=O)c2ccc(C)cc2)cc1	103	0.1
Nc1ccc(N2CCCCC2)cc1	102	0.1
CCc1ccc(NC(=O)CSc2nc3c(c(=O)[nH]2)CN(Cc2ccc4c(c2)OCO4)CC3)cc1	100	-0.6
COc1ccc(-c2cc(C(=O)Nc3cc(Cl)ccc3OC)c3ccccc3n2)cc1	101	-0.4
Cc1cn2c(=O)c(C(=O)NCCCN3CCN(CCCNC(=O)c4cnc5sc(C)cn5c4=O)CC3)cnc2s1	99	-1.2
COCCNc1nc2c(c(=O)n(Cc3cccc(Cl)c3)c(=O)n2C)n1C	113	0.3
COc1ccc(N/C=C/C(=O)c2ccc3c(c2)OCO3)cc1OC	127	7.3
Cn1c(C2CC(=O)N(CCc3ccccc3)C2)nc2ccccc21 (centres undefined)	102	-0.1
CCOC(=O)c1cccc(NC(=O)C(C)n2nc(C)c3c(C)n(-c4ccccc4)nc3c2=O)c1 (centres undefined)	101	-1.6
S=C(Nc1ccccc1Cl)N1CCOC1c1c[nH]c2ccccc12 (centres undefined)	101	-0.5
CC1c2[nH]c3ccccc3c2CCN1C(=S)Nc1ccccc1 (centres undefined)	101	-0.2
Fc1ccc(CNCCN2CCOCC2)cc1	106	0.3
CCCCOC(=O)OC1CCS(=O)(=O)C1 (centres undefined)	100	-0.2
CC1Cn2c(C(=O)NCc3cccc(Br)c3)cc3cccc(c32)S1 (centres undefined)	106	-0.2
CCOc1ccc(-c2nc(Cn3ccn4nc(-c5ccc(OCC)c(Cl)c5)cc4c3=O)c(C)o2)cc1	106	0.1
O=C(NC1CC(=O)N(c2ccc(Cl)cc2)C1)c1ccc(S(=O)(=O)N2CCCC2)cc1 (centres undefined)	112	1.2
O=C1CCCc2cc(S(=O)(=O)NC3CCCCCC3)ccc2N1	99	-1.1

As entered above:
CCCCOC(=O)OC1CCS(=O)(=O)C1 (centres undefined) @ PV pol inh FP z-score = -0.2
COCCNc1nc2c(c(=O)n(Cc3cccc(Cl)c3)c(=O)n2C)n1C @ PV pol inh FP z-score = 0.3

Arranged by SMILES length (smallest number first): part of the list above
SMILES	PV pol inh	PV pol inh FP z-score
CCCCOC(=O)OC1CCS(=O)(=O)C1 (centres undefined)	100	-0.2
O=C1CCCc2cc(S(=O)(=O)NC3CCCCCC3)ccc2N1	99	-1.1
S=C(Nc1ccccc1Cl)N1CCOC1c1c[nH]c2ccccc12 (centres undefined)	101	-0.5
COc1ccc(-c2cc(C(=O)Nc3cc(Cl)ccc3OC)c3ccccc3n2)cc1	101	-0.4
Cc1cn2c(=O)c(C(=O)NCCCN3CCN(CCCNC(=O)c4cnc5sc(C)cn5c4=O)CC3)cnc2s1	99	-1.2

Later entries:
SMILES	PV pol inh	PV pol inh FP z-score
C=C(C)CC(NC(C)c1ccccc1)c1ccco1 (centres undefined)	97	-0.9
CCC1CN(C(=O)N2CCC(C(=O)NCc3ccc(N(C)C)cc3)CC2)c2ccccc2O1 (centres undefined)	109	0.4
O=C(O)c1ccc(CN2C(=O)SC(Nc3ccccc3)C2=O)cc1 (centres undefined)	101	-0.1
Oc1ccccc1-c1cc2ccccc2[nH]1	101	0.4
CCN(CC)C(=O)c1sc(N)c(C#N)c1C	97	-0.8
CC12CCCC(C(N)=O)(CCC1)C2	100	-0.3
COc1cc2[nH]c(=O)n(Cc3ccc(C(=O)N4CCN(c5cccc(C)c5C)CC4)cc3)c(=O)c2cc1OC	101	-1.3
CCOC(=O)c1scnc1C	101	-0.3
CCCNC(=O)CSc1nc(-c2ccc(OC)cc2)cc(C(F)(F)F)n1	107	0.7
Cn1cc2c(=O)[nH]nnc2n1	99	-0.5
CC(=O)N1CCCC1c1nc2ccccc2n1Cc1cccc(Cl)c1 (centres undefined)	105	-0.7
COc1ccc(NC(=O)c2ccc3c(=O)n4nc(Nc5cc(C)ccc5C)sc4nc3c2)cc1	112	0.9
O=C1NCCN/C1=C\c1ccc2ccccc2n1	105	0.4
CCCN(CCC)S(=O)(=O)c1ccc(C(=O)Nc2cccc(SC)c2)cc1	108	0.7
O=C1OCc2cc(NS(=O)(=O)c3ccc(C4CCCCC4)cc3)ccc21	98	-1.5
CCC1CCc2nc3sc(C(=O)Nc4ccccc4C(F)(F)F)c(N)c3cc2C1 (centres undefined)	104	0.5

An excerpt (hit frequency here may not be typical).
